# West Nile antiviral: West Nile virus antiviral activity, cell-based, CPE readout (AID 1621) | West Nile virus-infected cells, CPE inhibition; higher % means a stronger effect | CPE inhibition, % at 10 µM, or IC50 in µM where a hit was titrated | actives 0.02% (n = 290,000); in the data active = a potency from the dose series; inconclusive = CPE inhibition mostly from about 3.7% at the one dose, without a potency; inactive = the rest, 99 in 100 with CPE inhibition below about 2.2%; also: strong numbers were not always called active
# Salmonella PhoP GFP: inhibitors of PhoP regulon expression, primary screen, Salmonella Typhimurium, GFP reporter (AID 1863); one-dose inhibition, % at 50 µM; IC50 in µM for titrated hits; actives 0.16% (n = 300,000); S. Typhimurium PhoP-regulated promoter GFP reporter, 4 h; higher % means a stronger effect;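 active = inhibition over 29.93%, a cutoff 3 SD above the screen mean, later confirmed by dose response; inconclusive = inhibition over 29.93% but no dose response follow-up; inactive = inhibition at most 29.93% or unconfirmed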;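 also: 0% = low Mg2+ inducing control and 100% = high Mg2+ repressing control; strong numbers were not always called active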
# Ins promoter up: insulin promoter activators in MIN6 cells, imaging, high-content screening, mouse beta cells; MIN6 insulin promoter-GFP reporter; stronger effect = higher value; z-score at 5 µM; actives 0.3% (n = 190,000);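 active = z-score above 3 at 5 µM with at least 500 cells counted in the well; inconclusive = wells under 500 cells, flagged as cytotoxic or low count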
# human PMI inhibitors: human PMI inhibitors, high substrate, primary screen, biochemical, fluorescence intensity, high mannose 6-phosphate (AID 1220); recombinant PMI enzyme, coupled fluorescence intensity; higher % means a stronger effect; actives 0.66% (n = 190,000); Mannose-6-phosphate isomerase (Homo sapiens); inhibition, % at 20 µM, or IC50 in µM where a hit was titrated
# ER stress rescue: rescue of cells from ER stress-induced death, primary screen, 384-well, CSM14.1, thapsigargin, ATP luminescence (AID 1222); 190,000 tested, under 10 active; CSM14.1 thapsigargin-induced death rescue, ATP luminescence; higher % means a stronger effect; one-dose cellular ATP content (survival), % at 20 µM; EC50 in µM for titrated hits;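 active = EC50 below 50 µM in the dose-response confirmation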;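 also: death triggered by thapsigargin at about 15 µM added after 2 h compound pretreatment; cell ATP read after overnight thapsigargin exposure of roughly 18 to 22 hours; normalized against plate controls of thapsigargin alone and 5% DMSO vehicle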
# RSV CPE inhibition: RSV antiviral activity via CPE protection, HEp-2 cells, primary 10 µM value included (AID 2391) | HEp-2 cells, RSV-induced CPE inhibition; higher % means a stronger effect | CPE inhibition, % at 10 µM; hits with a dose series show IC50 in µM | actives 0.13% (n = 310,000); in the data active = a potency from the dose series; inconclusive = CPE inhibition mostly from about 23% at the one dose, without a potency; inactive = the rest, 99 in 100 with CPE inhibition below about 21%; also: strong numbers were not always called active
# PMI inhibitors: inhibitors of human PMI, primary screen, biochemical, fluorescence intensity, coupled assay (AID 1209); purified PMI enzyme, coupled fluorescence intensity; higher % means a stronger effect; Mannose-6-phosphate isomerase (Homo sapiens); actives 0.42% (n = 190,000); inhibition, % at 20 µM, or IC50 in µM where a hit was titrated;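 also: plate controls were DMSO vehicle for no effect and wells lacking substrate for full effect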
# Large T inhibition: SV40 large T antigen inhibitors, biochemical (AID 1903). SV40 large T antigen ATPase/helicase inhibition assay; higher % means a stronger effect. inhibition, % at 20 µM; hits with a dose series show IC50 in µM. actives 0.39% (n = 310,000); in the data active = a potency from the dose series; inconclusive = inhibition mostly from about 32% at the one dose, without a potency; inactive = the rest, 99 in 100 with inhibition below about 32%; also: strong numbers were not always called active
# TNAP activation fold: human TNAP enzyme activators, primary screen, biochemical, luminescent, no phosphate acceptor, uHTS (AID 1001); actives 0.03% (n = 200,000); activation fold at 20 µM, or EC50 in µM where a hit was titrated; purified TNAP, luminescent activation assay, no phosphate acceptor; higher activation fold means a stronger effect; Alkaline phosphatase, tissue-nonspecific isozyme (Homo sapiens); in the data active = activation fold from about 3, or a potency from the dose series; inactive = the rest, 99 in 100 with activation fold below about 1.6; also: many of its hits are not listed in these tables
# Ins promoter up cell count: further read-out of Ins promoter up, marked with its call; cell count; measured here: cytotoxicity, nuclei count;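 total cells summed across four imaged fields per well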
# * marks the source's active call; other numbers are inactive results; ? = inconclusive; / = no result given. Rule as the data show it, unless noted: active = inhibition above about 50%; inactive = the rest.
structure	West Nile antiviral	Salmonella PhoP GFP	Ins promoter up	Ins promoter up cell count	human PMI inhibitors	ER stress rescue	RSV CPE inhibition	PMI inhibitors	Large T inhibition	TNAP activation fold
CCc1ccc(NC2=NC(C(=O)NC3CCCCC3)CC(=O)N2)cc1 (centres undefined)	0.0%	-16.5%	0.52	1291	4.1%	1.0%	1.9%	7.5%	0.9%	1.1
CCOC(=O)c1cc(C(=O)OCC)c2cc(Br)ccc2n1	0.6%	-14.0%	0.12	1250	2.6%	-2.6%	1.8%	2.6%	6.6%	1.1
Cc1ccc(C(=O)Nc2nnc(Cc3ccccc3)s2)cc1	0.2%	4.8%	/	/	/	/	0.4%	/	4.3%	/
O=C(CN1C(=O)c2ccccc2C1=O)Nc1cccc(S(=O)(=O)Nc2ccccc2Cl)c1	0.1%	-11.7%	0.38	1233	10.5%	-0.3%	0.4%	12.3%	4.1%	1
c1ccc2cc3c(NCCN4CCOCC4)ccnc3cc2c1	1.6%	-11.6%	0.2	1323	57.0%*	-1.3%	/	20.1%	6.1%	1.2
COc1ccc(CNC(=O)C(C)Sc2ccc(C)cc2)cc1 (centres undefined)	0.8%	0.7%	0.65	1570	11.9%	0.5%	0.9%	12.8%	5.6%	1.1
CC1CCCN(CC(=O)Nc2ccc(S(=O)(=O)N3CCCCC3)cc2)C1 (centres undefined)	-0.7%	-10.1%	/	/	-6.0%	-1.1%	-1.3%	-2.7%	2.6%	1.1
COc1ccc(S(=O)(=O)Cc2ccc(C(=O)N3CCN(c4cccc(C)c4C)CC3)o2)cc1	0.8%	-1.3%	/	/	16.7%	/	3.5%	20.0%	1.8%	1.1
CC1(NC(=O)c2cc(S(=O)(=O)N3CCCCC3)ccc2Cl)CCS(=O)(=O)C1 (centres undefined)	?	-0.6%	1.39	868	-6.0%	-1.3%	-0.8%	-5.9%	0.7%	1.1
COc1ccc(S(=O)(=O)Cc2ccc(C(=O)NCc3ccccc3OC)o2)cc1	0.0%	1.4%	/	/	/	/	0.2%	/	1.4%	/
CCOC(=O)/C(=C/c1ccccc1)NC(=O)c1ccco1	0.3%	4.0%	0	1273	3.3%	1.8%	2.5%	8.7%	8.4%	1
COc1cc(C2NC(=O)NC(C)=C2C(=O)OCc2ccccc2)ccc1O (centres undefined)	1.8%	-11.5%	-0.39	1050	5.5%	-1.6%	0.8%	1.6%	2.8%	1.1
CN(C)/C=N/c1ncc(C(=O)c2ccc(-c3ccccc3)cc2)s1	-0.6%	-14.6%	-0.46	1324	-3.3%	/	8.6%	-5.1%	7.4%	1
CCOc1cc(C(=O)Nc2c3c(nn2C(C)(C)C)CS(=O)C3)cc(OCC)c1OCC (centres undefined)	0.4%	-7.0%	/	/	6.4%	-1.2%	-0.8%	7.9%	16.2%	1
Cc1cc(C)n(C(=O)COc2ccc([N+](=O)[O-])cc2)n1	0.6%	21.0%	0.55	1273	3.8%	0.7%	1.4%	3.1%	8.6%	1
Cc1cccc(OC(C)C(=O)N2CCN(Cc3ccc4c(c3)OCO4)CC2)c1 (centres undefined)	-0.5%	-3.8%	/	/	/	/	0.8%	/	24.9%	/
CC1CC1C(=O)Nc1ccc(-c2ccccc2)cc1 (centres undefined)	-1.0%	-12.4%	0.87	1319	-12.7%	-2.2%	?	-16.9%	11.2%	1
COc1cccc(C(=O)Nc2c(F)c(F)c(F)c(F)c2F)c1	-0.2%	2.6%	0.2	1767	1.0%	1.2%	0.3%	3.2%	2.2%	1
N#Cc1c(-c2ccccc2)nc(-c2ccncc2)[nH]c1=O	0.1%	5.1%	1.41	1284	-18.0%	/	0.7%	-30.6%	6.5%	1.1
CC(C)(C)OC(=O)NCCc1nnc(S(=O)(=O)Cc2ccc(Cl)cc2Cl)o1	2.6%	-0.5%	-0.27	1365	8.6%	0.8%	-3.6%	6.9%	1.5%	1.1
N#C/C(=C/c1ccc(-c2ccccc2)o1)c1nc(-c2cccs2)cs1	-0.3%	-15.8%	/	/	3.0%	-3.6%	5.5%	-2.3%	8.6%	0.7
COCCn1c(COc2ccccc2)nnc1SCC(N)=O	/	/	-0.93	1166	-0.3%	-2.8%	/	6.5%	/	1.1
CCOC(=O)c1ccc[n+](CC(=O)Nc2cc(C(F)(F)F)ccc2Cl)c1	0.4%	0.2%	0.21	1258	-37.0%	-0.9%	1.8%	-35.7%	8.4%	1.1
COc1cc2c(c(OC)c1)C(c1ccncc1)CC(=O)N2 (centres undefined)	0.2%	-2.2%	0.08	2000	8.1%	-0.6%	1.9%	9.5%	4.9%	1.1
O=C(C1CCCN1S(=O)(=O)c1ccc(Br)cc1)N1CCOCC1 (centres undefined)	0.1%	-1.9%	0.12	1513	7.5%	-1.8%	-1.0%	4.7%	2.2%	1
Cc1cc(C)nc(N2CCC(C(=O)Nc3nnc(C)s3)CC2)n1	-0.1%	-2.0%	-1.05	1217	7.4%	-0.8%	3.7%	4.5%	-5.1%	1.1
Cc1cc(NC(=O)CSc2ccc3nnc(CCNS(=O)(=O)c4ccccc4)n3n2)no1	-0.2%	-3.3%	/	/	-14.7%	-2.2%	0.8%	-9.5%	3.2%	1.1
COC(=O)c1ccc(Oc2nc(SC)nc(N(C)C)n2)cc1	0.7%	-4.7%	0.04	979	/	/	/	/	7.8%	/
N#CCCN1CCN(S(=O)(=O)c2ccc(S(=O)(=O)N3CCCCCC3)cc2)CC1	-0.3%	7.0%	-0.26	2105	6.0%	0.1%	-0.8%	2.4%	-1.0%	1.1
COC(=O)C1=CNC=C(C(=O)OC)C1c1ccc(C(=O)OC)cc1	-0.9%	8.3%	0.02	830	-8.2%	-2.8%	0.3%	-4.6%	10.7%	1.2
COc1ccc(CN2CCN(CCCc3ccccc3)C(CCO)C2)cc1OC (centres undefined)	-1.2%	2.8%	/	/	/	/	-0.3%	/	5.9%	/
Cc1ccccc1NC(=O)C1C2C=CC(C3CC23)C1C(=O)O (centres undefined)	0.0%	-3.1%	0.19	1482	1.3%	-0.2%	-1.7%	-1.0%	6.8%	1.1
Cc1cc(C=C2C(=O)CCCC2=O)c(C)n1-c1ccccc1	0.1%	-7.1%	0.05	1509	12.0%	-0.6%	1.2%	6.6%	21.8%	1
COc1ccc(-c2cc3c(=O)n(CC(=O)N4CCCCC4)ncn3n2)cc1	-1.3%	-2.5%	/	/	/	/	4.6%	/	2.6%	/
CC(NC(=O)C1CCCN(S(=O)(=O)c2cccs2)C1)c1ccccc1 (centres undefined)	-0.1%	-3.3%	-1.77	1295	7.7%	/	1.3%	10.5%	1.3%	1.1
Cc1ccc(NC(=O)/C(=C/c2ccncc2)NC(=O)c2ccccc2)cc1	-0.4%	8.4%	/	/	3.4%	-4.2%	0.6%	13.6%	13.5%	1.1
CCc1nc(C)cn1S(=O)(=O)c1cc(Br)c(C)cc1OC	0.2%	-0.2%	0.25	1871	7.9%	0.4%	17.8%	8.9%	2.8%	1
OCC1OC(n2cnc3c(NC4CCCCC4)ncnc32)C(O)C1O (centres undefined)	0.1%	-5.2%	0.1	1430	1.7%	-0.8%	2.8%	6.6%	1.9%	1.1
COCCN(C(=O)Nc1ccccc1)C(C)c1cccnc1 (centres undefined)	0.2%	9.5%	-0.43	810	1.9%	-0.2%	0.1%	0.1%	4.7%	1.1
CCc1ccc(NC(=O)[C@H](C)NC(=O)C2CCN(C(=O)[C@@H](N)CC(C)C)CC2)cc1	0.2%	-3.9%	/	/	/	/	0.5%	/	2.3%	/
COc1ccccc1-c1nnc(SCC(=O)N2CCOCC2)o1	0.2%	2.3%	0.38	1273	-7.7%	-2.2%	-0.7%	-11.7%	14.7%	1.1
CCCS(=O)(=O)N1CCN(Cc2ccncc2)CC1	-0.1%	-9.0%	-0.44	1088	-6.8%	-0.1%	-0.9%	0.9%	3.1%	1.1
Cc1cc(NC(=O)CSc2nc3cc(Cl)ccc3o2)no1	0.2%	3.6%	/	/	/	/	0.9%	/	11.0%	/
CCOC(=O)N1CCC(NC(=O)CSCc2nc(-c3ccc(OCC)cc3)oc2C)CC1	-0.2%	-1.3%	/	/	/	/	?	/	-1.1%	/
CSc1nnc(SCC2=NNC(=O)SC2)s1	0.2%	-7.2%	-0.13	1255	17.3%	-1.1%	?	2.5%	6.5%	1.1
O=C(COC(=O)c1ccccc1S(=O)(=O)N1CCCCC1)NCC(F)(F)F	0.0%	9.6%	0.24	1149	-11.5%	-2.5%	0.9%	-4.1%	4.5%	1
O=C(c1ccc(Cl)c(S(=O)(=O)N2CCCCC2)c1)N1CCCCCC1	-1.8%	-1.3%	/	/	/	/	5.8%	/	9.1%	/
CCCC(=O)Nc1ccc(Cl)c(NC(=S)NC(=O)C(C)C)c1	0.0%	2.6%	0.1	1553	-1.4%	0.2%	2.0%	-4.7%	15.4%	1

# Random excerpt: 3 records from the list.
structure	West Nile antiviral	Salmonella PhoP GFP	Ins promoter up	Ins promoter up cell count	human PMI inhibitors	ER stress rescue	RSV CPE inhibition	PMI inhibitors	Large T inhibition	TNAP activation fold
CN(C)/C=N/c1ncc(C(=O)c2ccc(-c3ccccc3)cc2)s1	-0.6%	-14.6%	-0.46	1324	-3.3%	/	8.6%	-5.1%	7.4%	1
N#CCCN1CCN(S(=O)(=O)c2ccc(S(=O)(=O)N3CCCCCC3)cc2)CC1	-0.3%	7.0%	-0.26	2105	6.0%	0.1%	-0.8%	2.4%	-1.0%	1.1
CCCS(=O)(=O)N1CCN(Cc2ccncc2)CC1	-0.1%	-9.0%	-0.44	1088	-6.8%	-0.1%	-0.9%	0.9%	3.1%	1.1
